Compound activity (PubChem BioAssay)
CASP6 VEID inh – inhibitors of human caspase-6 | P55212 | purified caspase-6, Z-VEID-R110 cleavage fluorescence | inhibition, % at 12.5 µM | actives 0.53% (n = 350,000);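 active = mean inhibition across replicates at least about 35%, with every replicate also reaching that limit, limit read from the data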;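 also: 0% = median of neutral control wells and 100% = no fluorescence left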
RAD54 inh – blocks human RAD54 Holliday junction branch migration | Q92698 | FAM/BHQ fluorescence | inhibition, % at 10.4 µM | actives 0.14% (n = 360,000) | AID 602329;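 active = mean normalized replicate activity at least 40 and at least half of replicates scoring 40 or more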;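 also: 0% = median of neutral control wells and 100% = median of positive control wells; inhibitors cause a drop in the FAM fluorescence signal; in these data hits start at about 50%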
esBAF inh – inhibitors of esBAF chromatin remodeling in mouse ES cells; reporter increase, % at 12.5 µM; Bmi1-luciferase knock-in reporter, 24 h; 100% = twice the neutral-well signal; actives 2% (n = 350,000); in the data active = activation above about 40%;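 also: 0% = median of the plate's neutral control wells and 100% = double that signal; a rise in the Bmi1 reporter signal indicates esBAF inhibition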
ERp5 block – blocks human ERp5 reductase activity on insulin; Q15084; ERp5 insulin aggregation, absorbance 650 nm, 90 min; inhibition, % at 9.99 µM; actives 0.05% (n = 350,000); AID 651711;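 active = mean replicate inhibition above about 25%, with every replicate also reaching it, limit read from the data, passing the limit was not always enough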
Target sequence (Q15084 whole entry, looked up): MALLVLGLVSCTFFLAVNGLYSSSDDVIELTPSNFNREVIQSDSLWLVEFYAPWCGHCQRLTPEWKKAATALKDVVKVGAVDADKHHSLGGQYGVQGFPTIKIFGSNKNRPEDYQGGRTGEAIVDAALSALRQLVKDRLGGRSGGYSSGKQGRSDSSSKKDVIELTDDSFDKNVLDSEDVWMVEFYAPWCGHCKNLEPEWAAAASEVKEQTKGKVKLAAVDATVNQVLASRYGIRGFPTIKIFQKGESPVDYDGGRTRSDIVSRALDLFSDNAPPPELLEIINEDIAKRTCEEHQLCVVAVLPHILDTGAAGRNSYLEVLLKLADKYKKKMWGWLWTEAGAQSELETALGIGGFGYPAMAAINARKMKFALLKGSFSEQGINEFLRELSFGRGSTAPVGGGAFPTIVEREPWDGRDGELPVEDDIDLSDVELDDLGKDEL
E-selectin induc – induces E-selectin expression in human endothelial cells. AID 686992. HUVEC E-selectin immunofluorescence imaging; normalized: neutral wells 0, TNF-alpha wells 100. P16581. actives 0.37% (n = 260,000). activation, % at 7.58 µM;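 active = mean E-selectin-positive cell signal at least 10% of the positive control, reached in at least 60% of replicates, without over 20% cell loss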;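 also: in these data hits start at about 27%; measured in HUVEC primary endothelial cells; signal is the percent of cells scored E-selectin positive by PE staining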
Target sequence (P16581 whole entry, looked up): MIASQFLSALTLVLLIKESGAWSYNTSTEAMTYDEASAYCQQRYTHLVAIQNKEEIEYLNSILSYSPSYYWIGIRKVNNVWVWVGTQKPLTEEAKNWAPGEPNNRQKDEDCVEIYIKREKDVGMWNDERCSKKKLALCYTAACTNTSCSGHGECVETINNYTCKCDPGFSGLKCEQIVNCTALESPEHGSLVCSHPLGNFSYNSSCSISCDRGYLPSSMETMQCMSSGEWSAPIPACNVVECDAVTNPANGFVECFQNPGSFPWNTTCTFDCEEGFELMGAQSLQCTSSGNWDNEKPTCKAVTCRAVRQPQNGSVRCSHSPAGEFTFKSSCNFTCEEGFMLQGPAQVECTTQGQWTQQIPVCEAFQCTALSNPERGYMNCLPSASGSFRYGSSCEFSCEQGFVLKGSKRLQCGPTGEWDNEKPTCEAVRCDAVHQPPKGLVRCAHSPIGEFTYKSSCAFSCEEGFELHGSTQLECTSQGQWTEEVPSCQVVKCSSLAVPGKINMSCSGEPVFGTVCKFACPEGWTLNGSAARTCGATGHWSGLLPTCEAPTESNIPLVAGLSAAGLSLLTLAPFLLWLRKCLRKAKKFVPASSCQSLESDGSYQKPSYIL
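Test system: HUVEC | Signal: Immunofluorescence imaging | Read-out: Percent E-selectin-positive cells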
PglD inh – PglD (C. jejuni) enzyme inhibition. purified PglD enzyme, DTNB colorimetric CoA detection. inhibition, % at 12.5 µM. actives 0.098% (n = 360,000); in the data active = inhibition above about 16%, passing the limit was not always enough; also: strong numbers were not always called active
RAD52 anneal inh – RAD52 (human) annealing inhibition; P43351; recombinant RAD52 DNA annealing, FRET fluorescence; inhibition, % at 18.7 µM; actives 0.46% (n = 360,000); AID 651710;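 active = every replicate showing at least 50% inhibition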
ARNT TACC3 PPI – disrupts binding between human ARNT and TACC3; AlphaScreen His-ARNT PAS-B/GST-TACC3 binding, luminescence; TACC3 fragment carries E629A point mutation; AID 623870; actives 0.66% (n = 390,000); inhibition, % at 9.99 µM;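 active = mean inhibition of replicates at least 50% and at least half of replicates each reaching 50%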;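 also: 0% = complete ARNT plus TACC3 wells and 100% = ARNT alone without TACC3; many hits fall short of the cut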
An asterisk follows results filed as active; nt = no result given.

1	CCC(NCc1cccnc1)c1ccc(OC)c(OC)c1 (centres undefined)
2	CO[C@@H]1CN(C)C(=O)c2cc(NC(C)=O)ccc2OC[C@@H](C)N(Cc2ccc(F)cc2)C[C@@H]1C
3	Cc1cc(C)c2cc(C#N)c(NCCCNC(=O)CCC(=O)O)nc2c1
4	Cc1cccc(C(=O)NNC(=S)NC(=O)c2cccs2)c1
5	COc1ccccc1CNC(=O)C[C@@H]1C[C@H]2c3cc(NS(=O)(=O)c4ccc(F)cc4)ccc3O[C@H]2[C@@H](CO)O1
6	CCNC(=O)[C@@H]1[C@@H](CO)[C@@H]2Cn3c(ccc(-c4ccccc4)c3=O)[C@H]1N2C(=O)C1CC1
7	CCCCCCN(C(=O)CCCCCN1C(=O)NC(c2ccc(-c3ccccc3)cc2)C(C(=O)OCc2ccccc2)=C1C)C(C(=O)NCCCC)c1ccc(-c2ccccc2)cc1 (centres undefined)
8	O=C(C1Cc2ccccc2CN1S(=O)(=O)c1ccc(F)cc1)N1CCOCC1 (centres undefined)

Assay by compound	1	2	3	4	5	6	7	8
CASP6 VEID inh	5	-1	nt	-1	-1	-3	-4	-2
RAD54 inh	-4	3	5	11	10	-22	nt	2
esBAF inh	0	-3	11	5	5	0	nt	0
ERp5 block	-1	11	nt	7	2	0	1	2
E-selectin induc	nt	0.0	nt	0.2	0.0	0.3	-0.1	nt
PglD inh	-3	-2	0	-8	-1	0	nt	-3
RAD52 anneal inh	-3	-9	nt	-29	13	-6	-6	-3
ARNT TACC3 PPI	7	1	-17	2	0	1	nt	-1

9	COc1ccc(CN(C)C[C@@H]2Oc3c(NS(=O)(=O)c4ccc(OC)cc4)cccc3C(=O)N([C@@H](C)CO)C[C@H]2C)cc1
10	O=C(COc1ccccc1)Nc1ccc2c(c1)C(=O)N(CC1CCCO1)C2=O (centres undefined)
11	CCOC(=O)Cn1nc(C)n(-c2ccc(C(C)C)cc2)c1=O
12	O=C1c2ccccc2CCC12N=NCC2c1ccccc1 (centres undefined)
13	O=c1cc(CN2CCC(Cc3ccccc3)CC2)nc2sccn12
14	COc1ccc2[nH]cc(CC(=O)O)c2c1
15	O=C(C[C@H]1CC[C@@H](NC(=O)Nc2cc(F)ccc2F)[C@@H](CO)O1)NCc1ccc2c(c1)OCO2
16	CCN1c2ccccc2NC2C1C(C(C)=O)C(=O)N2c1ccc(Cl)cc1 (centres undefined)

Assay by compound	9	10	11	12	13	14	15	16
CASP6 VEID inh	nt	0	nt	nt	4	-1	6	-1
RAD54 inh	3	0	-9	4	nt	0	10	3
esBAF inh	1	6	-4	15	-2	-7	0	4
ERp5 block	-7	-1	nt	nt	2	4	6	14
E-selectin induc	-0.5	1.8	1.4	nt	nt	nt	0.4	nt
PglD inh	1	2	0	-2	nt	5	4	2
RAD52 anneal inh	0	-19	nt	nt	-13	-14	7	-51
ARNT TACC3 PPI	-4	-5	-6	3	-1	-2	8	0

Rewritten with each value named: entries from further up
11. CCOC(=O)Cn1nc(C)n(-c2ccc(C(C)C)cc2)c1=O
  CASP6 VEID inh: nt; RAD54 inh: -9; esBAF inh: -4; ERp5 block: nt; E-selectin induc: 1.4; PglD inh: 0; RAD52 anneal inh: nt; ARNT TACC3 PPI: -6

12. O=C1c2ccccc2CCC12N=NCC2c1ccccc1 (centres undefined)
  CASP6 VEID inh: nt; RAD54 inh: 4; esBAF inh: 15; ERp5 block: nt; E-selectin induc: nt; PglD inh: -2; RAD52 anneal inh: nt; ARNT TACC3 PPI: 3

13. O=c1cc(CN2CCC(Cc3ccccc3)CC2)nc2sccn12
  CASP6 VEID inh: 4; RAD54 inh: nt; esBAF inh: -2; ERp5 block: 2; E-selectin induc: nt; PglD inh: nt; RAD52 anneal inh: -13; ARNT TACC3 PPI: -1

14. COc1ccc2[nH]cc(CC(=O)O)c2c1
  CASP6 VEID inh: -1; RAD54 inh: 0; esBAF inh: -7; ERp5 block: 4; E-selectin induc: nt; PglD inh: 5; RAD52 anneal inh: -14; ARNT TACC3 PPI: -2

Continuation:
17	Cc1cccc(C)c1NC(=O)CN1CCN(c2ccc(F)cc2)CC1
18	COc1ccc2[nH]c(=O)c(CN(CC3CCCO3)C(=O)Nc3ccccc3OC)cc2c1 (centres undefined)
19	CCOC(=O)C1CCN(C(=O)C2COc3ccccc3O2)CC1 (centres undefined)
20	COCCNc1nc(NCC2CCCCC2)c2sc(-c3ccccc3)cc2n1
21	COc1cc(OC)cc(C(=O)Nc2ccc(-c3nc4ccccc4o3)c(O)c2)c1
22	CC(C)(C)C(=O)Nc1ccc(-c2cnco2)cc1
23	Cc1ccccc1-c1ccccc1[C@@H]1[C@@H](C#N)N(C(=O)c2ccccc2)[C@H]1CO
24	Cc1noc(C)c1S(=O)(=O)Nc1ccc2c(c1)CC(=O)N([C@H](C)CO)C[C@@H](C)[C@@H](CN(C)C(=O)Nc1cccc3ccccc13)O2

Assay by compound	17	18	19	20	21	22	23	24
CASP6 VEID inh	2	nt	0	-1	nt	2	0	3
RAD54 inh	4	3	-7	3	-12	nt	nt	4
esBAF inh	-4	-6	-7	-2	21	nt	nt	-3
ERp5 block	4	nt	-3	2	nt	2	0	5
E-selectin induc	-0.6	nt	nt	nt	nt	8.7	0.0	-11
PglD inh	4	-2	-1	-1	0	nt	nt	3
RAD52 anneal inh	-16	nt	-11	-10	nt	2	12	4
ARNT TACC3 PPI	nt	-18	15	nt	-10	-3	nt	1

25	COc1cc(NC(=O)C2CCCN2S(=O)(=O)c2cccc3cccnc23)cc(OC)c1OC (centres undefined)
26	O=C(NC[C@H]1[C@H](c2ccccc2)[C@@H](CO)N1C(=O)C1CCC1)NC1CCCC1
27	O=c1cc(Cl)nc2ccccn12
28	Cc1ccc(C(=O)NCCNS(C)(=O)=O)cc1
29	Cc1cc(CCN2CCC(=O)NC2=O)ccc1OC(C)C
30	CCCCCCCCN1C(=O)[C@H](CC(=O)N2CCC(c3ccccc3)CC2)C[C@@]2(C(=O)OC)CC(C)(C)CC=C12
31	CN(C)c1ccc(C(=O)Nc2nnc(-c3ccc(Cl)cc3)o2)cc1
32	C#CCOCCOCCOCCNc1nc(N2CCN(C(=O)CCCCCCCCCCNC(=O)[C@H]([C@@H](C)CC)n3cc(CCCCN=C(N)N)nn3)CC2)nc(N2CCN(C(=O)CCCCCCCCCCNC(=O)[C@H](CO)n3cc(CCCCCN)nn3)CC2)n1

Assay by compound	25	26	27	28	29	30	31	32
CASP6 VEID inh	-1	nt	-1	1	-3	1	-1	nt
RAD54 inh	2	1	9	-6	2	nt	6	2
esBAF inh	4	5	-3	4	6	nt	-11	0
ERp5 block	-1	nt	0	5	-8	7	-7	nt
E-selectin induc	nt	-0.1	1.1	-0.1	nt	-0.2	0.4	nt
PglD inh	2	1	0	5	2	nt	2	-5
RAD52 anneal inh	-9	nt	0	-24	-10	5	-4	nt
ARNT TACC3 PPI	-7	-11	-3	nt	-9	nt	17	30

33	CCOc1ncccc1C(=O)OCC(=O)c1cc(OC)ccc1OC
34	O=C(NCCO)c1c(-c2ccc3c(c2)OCO3)noc1-c1ccsc1
35	OC(c1ccccc1)c1nc(-c2cnc3ccccc3c2)cs1 (centres undefined)
36	O=C(NCc1ccccc1)OCCN1CCN(Cc2ccccc2)CCC1=O
37	CN(C)CC(=O)N1CC2(C1)[C@H](c1ccccc1)[C@@H](CO)N2C(=O)C1CCC1
38	O=Cc1c(N2CCN(CCO)CC2)nc2ccccn2c1=O
39	COc1cc(OC)cc(-c2c(-c3cccs3)c3cc(-c4ccc5c(c4)OCCO5)ccc3n2C)c1
40	Cc1cc(OCCn2ccnc2)cc(C)c1Cl

Assay by compound	33	34	35	36	37	38	39	40
CASP6 VEID inh	-7	-3	3	-1	-2	-2	2	-8
RAD54 inh	9	-14	-3	-3	nt	-12	-17	-1
esBAF inh	-2	-3	51*	2	nt	9	-8	-5
ERp5 block	-3	-5	2	-2	0	-2	-3	1
E-selectin induc	0.1	-0.1	0.1	-0.4	0.0	nt	0.1	nt
PglD inh	4	-2	2	1	nt	-5	3	0
RAD52 anneal inh	3	-9	-7	-5	-5	-21	-89	28
ARNT TACC3 PPI	-1	0	nt	-1	nt	-6	2	1

41	Cc1ccc(C(=O)NN2C(=O)c3ccc(S(=O)(=O)c4ccc(C(=O)O)cc4)cc3C2=O)cc1
42	Cc1cc(C)c(C#N)c(SCC(=O)C(C)(C)C)n1
43	Cc1nnsc1C(=O)NNc1ccc(C(C)(C)C)cc1
44	Cc1ccc(NC(=O)CSCC(=O)Nc2sccc2C#N)cc1
45	Cc1c(C)n(C(=O)CN2CCC(C)CC2)c2ccccc12
46	CCCOC(=O)C1[C@H]2C(=O)N(Cc3ccco3)C[C@]23C=C[C@H]1O3 (some centres undefined)
47	COc1cc(C(=O)Nc2ccc(C(=O)c3cccs3)cc2)cc(OC)c1OC
48	COc1ccc(-c2csc(Nc3ccc(Oc4ccccc4)cc3)n2)cc1

Assay by compound	41	42	43	44	45	46	47	48
CASP6 VEID inh	2	nt	-4	-3	nt	nt	3	-1
RAD54 inh	3	-18	-3	nt	8	-9	2	-1
esBAF inh	17	0	nt	nt	7	-1	2	2
ERp5 block	2	nt	5	6	nt	nt	0	-5
E-selectin induc	-5.3	nt	0.9	0.5	nt	nt	nt	-0.1
PglD inh	-5	-2	-2	nt	-3	0	0	-2
RAD52 anneal inh	-5	nt	1	-65	nt	nt	-23	-26
ARNT TACC3 PPI	-18	-20	-8	nt	-5	-2	0	nt

49	C[C@@H]1CN([C@H](C)CO)C(=O)Cc2cc(NC(=O)NC3CCCCC3)ccc2O[C@@H]1CN(C)C(=O)Nc1cccc2ccccc12
50	COc1cccc(NC2=CC(=O)CC(C)(C)C2)c1
51	COc1ccccc1/C=C1\SC(=S)N(CCC(=O)NNC(=O)c2ccccc2O)C1=O
52	O=C(Nc1cccc(S(=O)(=O)NC2=NCCC2)c1)c1cn(-c2ccccc2)nc1-c1ccc(F)cc1
53	C[C@@H]1CN([C@@H](C)CO)S(=O)(=O)c2ccc(C#Cc3ccccc3)cc2O[C@@H]1CN(C)C(=O)c1ccccn1
54	O=C([C@H]1[C@H](CO)[C@H]2Cn3c(cccc3=O)[C@H]2N1C(=O)C1CCCC1)N1CCOCC1
55	CC(=O)N(c1nc2ccccc2s1)N1C(=O)c2ccccc2C1=O
56	COCCSc1ccccc1C(=O)N1CCN(c2ccccc2OC)CC1

Assay by compound	49	50	51	52	53	54	55	56
CASP6 VEID inh	5	2	nt	-3	0	-5	-1	10
RAD54 inh	-4	-2	10	-1	-9	nt	nt	nt
esBAF inh	0	6	-10	8	4	nt	nt	nt
ERp5 block	1	2	nt	-2	5	-5	-1	-2
E-selectin induc	-0.1	nt	nt	0.3	0.2	0.1	0.2	nt
PglD inh	0	-1	-1	4	5	nt	nt	nt
RAD52 anneal inh	-12	-4	nt	6	10	-9	-14	-5
ARNT TACC3 PPI	-3	-1	7	9	-1	nt	nt	-2

57	O=C1NC[C@H](Cc2ccc(O)cc2)N(C[C@@H]2CCCN2C[C@H](Cc2ccc(O)cc2)N2C[C@H](Cc3ccccc3)N(CC3CCCCCC3)C(=O)C2=O)C1=O
58	COc1ccc(NC(=O)COC(=O)/C=C/c2cccs2)c(OC)c1
59	Cc1oc(/N=C/c2ccc(Cl)cc2Cl)c(C#N)c1C
60	COC(=O)Nc1nnc(/C=C/c2ccc(OC)cc2)s1
61	COc1ccccc1CN1CCN(Cc2nc(Cc3ccccc3)no2)CC1
62	Cc1ccsc1C(=O)OCC(=O)NC1CCCCC1C (centres undefined)
63	Cc1nc2cc(NC(=O)Nc3cccc([N+](=O)[O-])c3)ccc2n1C

Assay by compound	57	58	59	60	61	62	63
CASP6 VEID inh	5	-3	nt	0	1	3	-1
RAD54 inh	nt	5	-7	nt	nt	4	15
esBAF inh	nt	5	-9	nt	nt	15	-2
ERp5 block	-11	-2	nt	-6	-5	0	-2
E-selectin induc	-0.1	-2.1	nt	7.4	nt	-1.8	nt
PglD inh	nt	4	4	nt	nt	3	5
RAD52 anneal inh	40	-17	nt	-4	-7	-18	-7
ARNT TACC3 PPI	nt	0	-9	-2	1	-5	3
